PKM2 activator – activators of human pyruvate kinase M2; hit rate 0.34% among 260,000; Potency, µM (doses to about 57.5 µM), for the others: at the top dose activation, hits mostly activators; P14618; purified PKM2, Kinase-Glo ATP luminescence, activation; response scale: 0% is enzyme alone, no compound; also: potency is read from the fitted curve at half-maximal effect; % is scaled to controls: 0 for no effect and ±100 for the full control effect; nearly all actives have a fitted effect of over 55% in size
Target sequence (P14618 whole entry, looked up): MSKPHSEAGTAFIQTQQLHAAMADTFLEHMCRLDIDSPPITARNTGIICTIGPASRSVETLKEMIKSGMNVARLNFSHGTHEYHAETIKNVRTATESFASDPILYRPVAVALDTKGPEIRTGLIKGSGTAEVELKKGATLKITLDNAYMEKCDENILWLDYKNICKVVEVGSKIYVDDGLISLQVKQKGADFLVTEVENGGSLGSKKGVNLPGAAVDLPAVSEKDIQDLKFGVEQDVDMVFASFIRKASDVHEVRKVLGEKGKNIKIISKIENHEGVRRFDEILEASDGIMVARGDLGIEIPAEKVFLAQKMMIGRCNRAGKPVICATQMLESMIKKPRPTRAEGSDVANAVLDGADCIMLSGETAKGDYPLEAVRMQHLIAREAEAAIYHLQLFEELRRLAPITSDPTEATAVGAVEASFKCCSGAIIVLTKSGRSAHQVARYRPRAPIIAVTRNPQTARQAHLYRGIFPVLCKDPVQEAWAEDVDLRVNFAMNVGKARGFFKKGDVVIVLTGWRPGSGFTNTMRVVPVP
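Purified hPK-M2 (>95%) run at intermediate activity with 0.1 mM ADP and 0.5 mM PEP in 50 mM imidazole pH 7.2, KCl, MgCl2; 1 h room temperature. ATP formed read by Kinase-Glo luminescence; normalized to uninhibited and no-enzyme controls.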
hERG WT inh – inhibitors of human wildtype KCNH2 potassium channel; hit rate 0.37% among 340,000; activity change, % at 1.84 µM; AID 720551; U2OS, BacMam KCNH2, thallium flux FluxOr; stronger effect = lower value;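 active = maximum activity change below -70%; inconclusive = maximum activity change between -70% and -50%; inactive = maximum activity change above -50%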; also: % is scaled to controls: 0 for no effect and ±100 for the full control effect
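U2OS cells were transduced with wild-type KCNH2 virus (2.03 x 10^8 / mL) for 4 h at room temperature, then cultured overnight at 37 C. Thallium flux was read with FluxOr dye. Rate constants were normalized to DMSO controls.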
ASM inhibitor – inhibitors of human secretory acid sphingomyelinase; AID 504937; Potency, µM (doses to about 57.5 µM), without a hit: at the top dose activity change, negative = inhibition, usual class: inhibitors; placental ASM, HMU-PC fluorogenic substrate, 60 min; hit rate 0.006% among 340,000; also: potency is read from the fitted curve at half-maximal effect
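qHTS format. ASM enzyme prepared from human placenta hydrolyses the fluorogenic substrate HMU-PC0 (9 uM final) over 60 min at 37 °C after a 10 min compound preincubation.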
USP2a inh – USP2a (human) protease inhibition. O75604. USP2 core, Ub-CHOP2 coupled fluorogenic reporter, 485/531. Potency, µM (top dose mostly 38.3 µM), for inactives: top-dose activity change, negative = inhibition, hits mostly inhibitors. hit rate 0.01% among 330,000;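 also: potency is read from the fitted curve at half-maximal effect; plate controls were DMSO wells for no effect and full inhibition by NEM control for full effect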
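Deubiquitinase activity read as fluorescence (485/531 nm) after Ub-CHOP2 cleavage activates the enterokinase reporter on its substrate; USP2 core 10nM, Ub-CHOP2 and substrate 25nM each, 30min compound preincubation then 60min RT; data normalized to NEM, curves fitted.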
GALK inhibitor – inhibitors of human galactokinase; hit rate 0.007% among 270,000; AID 1868; Purified GALK, Kinase-Glo residual ATP luminescence; Potency, µM (doses to about 57.5 µM), inactives show at the top dose activity change, negative = inhibition, hits mostly inhibitors; also: potency is read from the fitted curve at half-maximal effect; % is scaled to controls: 0 for no effect and ±100 for the full control effect
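Compounds were pin-transferred into ATP buffer (35 uM final), then GALK plus galactose (5 nM, 100 uM final) was added. After 1 h at room temperature, Kinase-Glo Plus was added and luminescence read after 10 min.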
TSHR antag – human thyrotropin receptor antagonism; P16473; TSHR-expressing cells, TSH-stimulated cAMP HTRF, 2 h; stronger effect = lower value; activity change, negative = inhibition, % at 11.5 µM; hit rate 0.2% among 330,000; AID 504810;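 active = activity change below a set negative limit, meaning inhibition stronger than a set level, cut at about -70% in these data; inconclusive = activity change between two set negative limits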; also: % is scaled to controls: 0 for no effect and ±100 for the full control effect
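Freshly harvested TSHR cells receive pin-tooled compound, then EC80 TSH at 4nM final. After 2 hours at 37 deg C, antibody in lysis buffer and cAMP-d2 are added; 30 minutes at ambient temperature precede the HTRF read.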
Eya2 phos inh – inhibitors of human Eya2 phosphatase activity | hit rate 0.006% among 330,000 | O00167 | Potency, µM (series often up to 76.9 µM), without a hit: top-dose activity, negative = inhibition, hits mostly inhibitors | recombinant Eya2, OMFP fluorescence dephosphorylation (OMFP is methylfluorescein phosphate); also: potency is read from the fitted curve at half-maximal effect; % is scaled to controls: 0 for no effect and ±100 for the full control effect
Target sequence (O00167 whole entry, looked up): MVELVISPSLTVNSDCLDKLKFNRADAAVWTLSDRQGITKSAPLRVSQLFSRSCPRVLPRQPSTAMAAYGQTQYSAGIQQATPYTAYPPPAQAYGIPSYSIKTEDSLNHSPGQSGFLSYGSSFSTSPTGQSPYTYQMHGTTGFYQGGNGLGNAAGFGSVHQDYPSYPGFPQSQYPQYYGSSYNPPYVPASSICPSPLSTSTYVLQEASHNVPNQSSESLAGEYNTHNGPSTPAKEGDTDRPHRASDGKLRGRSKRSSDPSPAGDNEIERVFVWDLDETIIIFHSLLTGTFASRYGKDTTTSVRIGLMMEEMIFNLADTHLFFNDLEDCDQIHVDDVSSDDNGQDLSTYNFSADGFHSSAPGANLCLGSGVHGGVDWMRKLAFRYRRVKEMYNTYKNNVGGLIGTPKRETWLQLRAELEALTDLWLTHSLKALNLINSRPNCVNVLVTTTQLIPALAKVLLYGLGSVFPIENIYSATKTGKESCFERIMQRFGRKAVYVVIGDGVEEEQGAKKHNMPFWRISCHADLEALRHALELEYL
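Eya2 protein (added as 0.2 uM solution) was preincubated with compound for 10 min at ambient temperature in 50 mM HEPES pH 7.5, 50 mM NaCl, 5 uM MgCl2, 0.05% BSA, 1 mM DTT. OMFP (added at 50 uM) then reacted 10 min; fluorescence read at 485/525 nm.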
Mito fusion yeast – inhibitors of mitochondrial division or activators of mitochondrial fusion; S. cerevisiae fusion-defective mutant growth rescue, CellTiterGlo 48 h; Potency, µM (titrated, usually from 46.1 µM), for inactives: at the highest dose growth rescue (activation), actives largely listed as activators; hit rate 0.23% among 320,000; AID 485298;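 also: potency is read from the fitted curve at half-maximal effect; % of control where 0% means no effect; nearly all actives have a fitted effect of over 45% in size; temperature-sensitive fusion mutants such as fzo1-1 at 37 °C on non-fermentable ethanol glycerol medium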
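Luminescent cell viability in 1536-well qHTS format served as the measure of rescued growth in ts fusion-mutant S. cerevisiae cultured on non-fermentable YPEG for 48 hours at 37C.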
Menin MLL FP TR – inhibitors of human menin-MLL interaction, mutant MLL peptide; AID 1768; Potency, µM (doses to about 61.6 µM), without a hit: at the top dose FP activity change, negative = inhibition, most hits filed as inhibitors; O00255; Menin + Texas Red MLL mutant peptide, fluorescence polarization; hit rate 0.23% among 270,000; active = well fitted inhibition curve with a large enough effect in the polarisation, with a control signal flat, not every such curve was filed as active; inconclusive = small, poorly fitted or top-dose-only effect, or effect the other way, or a change in a side signal; inactive = no such curve, though single readings can be large or run the other way; the % refers to the polarisation; also: potency is read from the fitted curve at half-maximal effect; % of control where 0% means no effect; many of its hits are not listed in these tables
MBNL1-CUG inh – blocks human MBNL1 binding to CUG repeat RNA | Q9NR56 | TR-FRET MBNL1-His/biotin-(CUG)12 binding, 665/545 ratio | Potency, µM (top dose mostly 57.5 µM), without a hit: at the top dose activity change, negative = inhibition, hits mostly inhibitors | hit rate 0.036% among 280,000; active = well fitted inhibition curve with a large enough effect in the signal ratio, with a control signal flat, not every such curve was filed as active; inconclusive = small, poorly fitted or top-dose-only effect, or effect the other way, or a change in a side signal; inactive = no such curve, though single readings can be large or run the other way; the % refers to the signal ratio; also: potency is read from the fitted curve at half-maximal effect; % is scaled to controls: 0 for no effect and ±100 for the full control effect
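Compounds (final 92 nM to 58 uM) are added to His-tagged MBNL1 and biotin-(CUG)12, then terbium anti-His antibody and streptavidin-XL665 (5 nM final). After 60 min at room temperature, the 665/545 nm ratio is read.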
Chronic BCR inh – blocks chronic active B-cell receptor signaling; hit rate 0.05% among 340,000; Potency, µM (highest dose often 46.1 µM), for the others: at the highest dose ratio change, negative = lower green/red ratio, hits mostly inhibitors; AID 493014; ABC-DLBCL IkBa-CBG/CBR reporter, luminescence ratio, 4 h; active = well fitted inhibition curve with a large enough effect in the signal ratio, with a control signal flat, not every such curve was filed as active; inconclusive = small, poorly fitted or top-dose-only effect, or effect the other way, or a change in a side signal; the % refers to the signal ratio;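 also: potency is read from the fitted curve at half-maximal effect; plate controls were basal doxycycline-induced cells for no effect and cells given 10 µM MG132 for full effect; MG132 reads +100%, hits lower the ratio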
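TMD8 ABC-DLBCL cells carrying doxycycline-inducible green luciferase fused to IkappaBalpha plus unfused red luciferase were exposed to compounds (up to 46 uM) for 4 hrs at 37C. Activity came from the overlap-corrected green/red luminescence ratio.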
Starred values were filed as active, the others as inactive; ? = inconclusive; · = no result given; [ ] = another dose, or the depositor's remark. Unless noted, calls follow the shape of the dose curve; as a rule, active = well fitted curve in the direction sought with a large enough effect; inconclusive = small, poorly fitted or top-dose-only effect, or another doubt; inactive = no such curve, though single readings can be large; an effect the other way counts as inactive or inconclusive.

SMILES	PKM2 activator	hERG WT inh	ASM inhibitor	USP2a inh	GALK inhibitor	TSHR antag	Eya2 phos inh	Mito fusion yeast	Menin MLL FP TR	MBNL1-CUG inh	Chronic BCR inh
O=S(=O)(NC1CC1)c1ccc(S(=O)(=O)N2CCCC(c3nc(-c4cccnc4)no3)C2)cc1 (configuration not stated)	-18%	8	0%	-1%	-3%	19	11%	-4%	12%	-9%	-6%
CSc1cccc(NC(=O)Nc2ccc(Cl)cc2)c1	1%	6	3%	2%	-2%	-15	-2%	-5%	?	-3%	-14%
Fc1ccc(NC(=S)NCc2ccccc2)cc1	0%	-1	4%	0%	-1%	-13	6%	-13%	1%	4%	3%
COc1cccc(NC(=O)CN(C)C(=O)c2cc(-c3cccc(Br)c3)nc3ccccc23)c1	·	4	-7%	-12%	·	26	-23%	?	·	·	?
CNc1c(NS(=O)(=O)c2cc(NC(C)=O)ccc2C)c(=O)oc2ccccc12	-2%	3	4%	-3%	-1%	49	16%	-3%	11%	-7%	-11%
c1ccc(-c2nc(N3CCOCC3)sc2-c2ccccc2)cc1	3%	-3	-2%[11.5 µM]	1%	8%	20	-10%	-32%[inhibitor]	-17%	-3%	?
CCC1Oc2ccc(C)cc2N(CC(=O)NC2CCCCC2)C1=O (configuration not stated)	0%	1	2%	1%	-3%	-7	13%	11%	1%	2%	0%
CCc1nnc(NC(=O)c2ccc(-c3ccc(Cl)cc3)o2)s1	0%	-2	5%	1%	0%	-6	-1%	0%	·	2%	?
COc1cccc(/C=C2/C(=O)NN(c3ccc(C)c(C)c3)C2=O)c1	2%	·	3%	3%	·	6	-12%	-7%	25%	9%	16%
CCc1ccc(-c2cc(C)no2)cc1S(=O)(=O)Nc1ccc(Cl)cn1	·	-2	-2%	2%	3%	-15	9%	2%	·	4%	2%
Cc1cc(C)c(-n2nnnc2SC(C)C)c(C)c1	-4%	0	0%	0%	0%	-13	5%	-3%	1%	0%	0%
Cc1ccc(OCC(O)CN2CCCC2)cc1 (configuration not stated)	-12%	0	3%	2%	6%	-5	9%	0%	2%	-4%	1%
O=[N+]([O-])c1nn(-c2ccccc2)[n+]([O-])c1N1CCN(c2ccccc2F)CC1	-4%	-11	-4%	-3%	-2%	1	1%	-8%	-16%	?	?
Cc1nc2sc(C(c3ccco3)N3CCOCC3)c(O)n2n1 (configuration not stated)	-9%	4	-1%	1%	-4%	6	-21%	1%	1%	17%	-5%
COC(=O)C(O)(CC(=O)Nc1cc(OC)c(OC)c(OC)c1)C(F)(F)F (configuration not stated)	8%	-5	3%	3%	-3%	4	0%	-1%	6%	-2%	4%
O=C(COC(=O)c1cccc(F)c1)NC(=O)NCc1ccccc1	·	1	0%	1%	·	4	3%	·	·	·	0%
N#C/C(=C\c1cn(CCOc2ccccc2)c2ccccc12)C(=O)NCc1ccco1	0%	5	24%	3%	-6%	30	3%	0%	·	-3%	9%
O=C(O)C1CCCCC1C(=O)NCCc1ccncc1 (configuration not stated)	-5%	-5	2%	0%	-3%	-3	-6%	-3%	-16%	1%	?
CC1CCOC2(O1)C(=O)Nc1ccccc12 (configuration not stated)	-9%	2	2%	2%	0%	2	-10%	-7%	-8%	7%	?
COc1ccc(N=C2SC(CC(=O)Nc3ccccc3)C(=O)N2CC2CCCO2)cc1 (configuration not stated)	0%	7	?	1%	9%	-19	8%	1%	14%	-3%	-5%
CC(=O)c1cccc(NC(=O)C(C)OC(=O)Cc2n[nH]c(=O)c3ccccc23)c1 (configuration not stated)	-6%	1	1%	0%	0%	-4	-10%	2%	·	3%	-13%
O=C(NC1CCCCCC1)c1cc(S(=O)(=O)N2CCCCC2)ccc1N1CCOCC1	3%	-1	-1%	0%	4%	0	-16%	1%	-21%	1%	1%
CCN(CC)S(=O)(=O)c1cccc(-c2n[nH]c(=S)n2/N=C/c2ccc(Br)cc2)c1	1%	6	-7%	5%	-3%	-23	9%	-1%	16%	-4%	5%
COc1ccc(C(=O)O)cc1S(=O)(=O)N1CCN(c2ccccn2)CC1	·	0	1%	3%	0%	11	15%	8%	?	-9%	1%
CCOc1ccccc1Nc1nnc(SCC(=O)NCC2CCCO2)s1 (configuration not stated)	·	-5	-1%	2%	·	-2	1%	·	·	·	0%
CCOC(=O)c1c(-c2ccc(C)o2)csc1NC(=O)CSc1nncs1	8.9µM*	0	0%	-13%	-2%	-12	-7%	17%	16%	17%	?
O=C(O)CC1(CC(=O)Nc2cc3ccccc3cn2)CCCCC1	1%	0	5%	0%	·	7	-9%	6%	·	-13%	?
Nc1cc(C(=O)O)c(Oc2ccc(Cl)cc2Cl)cc1C(=O)O	-11%	3	282%[activator]	4%	·	5	-4%	4%	1%	30%[activator]	4%
COc1ccc(CN2CCn3ncc(C(=O)Nc4ccc(Cl)cc4Cl)c3C2=O)cc1	-8%	-1	-1%	1%	-2%	12	25%	1%	10%	-3%	-2%
CCC(=O)Nc1cccc(-n2nnnc2SCC(=O)NCc2ccco2)c1	-1%	-2	0%	0%	-3%	0	15%	-3%	-19%	-1%	2%
CCN1C(=O)[C@H]2[C@@H](c3ccc(C)cc3)N3C(=O)N(c4ccc(C(F)(F)F)cc4)C(=O)[C@@]3(CC(C)C)[C@H]2C1=O	-8%	-6	-9%	1%	·	-17	-5%	-6%	15%	-7%	0%
Cc1cc(C(=O)NC2=NCCS2)cs1	7%	-3	5%	-1%	0%	-3	11%	2%	19%	-9%	0%
CCSc1n[nH]c2nc3c(c(=O)n12)C1(CCCCC1)Cc1ccccc1-3	-5%	11	·	2%	0%	0	-5%	4%	·	-13%	4%
CCn1c(=O)c(C(=O)CN2CCc3ccccc32)c(N)n(Cc2ccccc2)c1=O	5%	-6	-6%	-1%	-2%	1	-7%	15%	20%	2%	22%
Fc1ccc2c(-c3cccc(C(F)(F)F)c3)c(-c3ccccc3)ncc2c1	·	·	-11%	2%	·	-33	15%	-8%	·	·	4%
CCOC(=O)c1c(S(=O)(=O)NCc2ccco2)c(C)n(C)c1C	·	4	0%	1%	2%	-2	3%	13%	14%	3%	-2%
CC1C(=O)N2CCCc3cc(NC(=O)C(=O)NCc4ccccn4)cc1c32 (configuration not stated)	·	-34	3%	-1%	·	8	10%	-6%	·	·	-18%
CCN(CC)S(=O)(=O)c1cc(NC(=O)C(C)N(C)CC(=O)Nc2c(C)cccc2C)ccc1C (configuration not stated)	-3%	4	-1%	-1%	2%	5	-1%	0%	3%	·	-2%
Cc1cccc2sc(NC(=O)CSc3nnnn3C)nc12	1%	3	-2%	-1%	-2%	8	5%	-1%	13%	1%	?
COc1cc(C(=O)OCC(=O)NC(=O)C2CCCCC2)ccc1OC(F)F	6%	12	-12%	3%	-1%	0	3%	8%	-1%	1%	-4%
CCCn1nc(C(=O)Nc2ccc(N3CCOCC3)cc2)c2ccccc2c1=O	·	-11	-7%	3%	·	-9	-4%	-5%	·	·	4%
Cc1c(NC(=O)NC(C)N2C(=O)C3C4C=CC(C4)C3C2=O)c(=O)n(-c2ccccc2)n1C (configuration not stated)	-1%	-3	2%	1%	3%	16	-9%	0%	0%	8%	3%
O=C(Nc1ncc(Cc2ccccc2Cl)s1)C1=NCCN1	-1%	-2	0%	1%	0%	-15	13%	0%	4%	5%	-14%
CCOc1ccc(N=Nc2c(=O)[nH]n3c(C)cc(C)nc23)cc1	-18%	0	·	0%	3%	-9	-23%	-3%	11%	?	0%
O=[N+]([O-])c1ccc(CN2C=NS(=O)(=O)c3ccccc32)cc1	1%	9	5%	2%	-1%	-3	-23%	3%	9%	?	1%
C/C(=N\NC(=O)CC(C)C)c1c(C(F)(F)F)[nH]n(-c2nc3ccccc3s2)c1=O	-42%	0	11%	-3%	1%	-2	-1%	0%	·	-2%	?

Some of the compounds tested, so the mix of outcomes need not match the whole.
